High-throughput results deposited in PubChem by several laboratories.
Dengue-2 NS5 capping – flavivirus cap methylation enzyme inhibition – biochemical, confirmation dose response, primary screen (AID 588689); Dengue-2 NS5 methyltransferase capping enzyme assay, biochemical; higher % means a stronger effect; inhibition, % at 25 µM, or IC50 in µM where a hit was titrated; actives 0.3% (n = 340,000); in the data active = a potency from the dose series; inconclusive = inhibition above about 29% without an active follow-up result
MgcRacGAP inhibition – MgcRacGAP GTPase-activating activity inhibitors, confirmation, biochemical, ADP Hunter fluorescence; AID 624330; inhibition, % at 30 µM, or IC50 in µM where a hit was titrated; MgcRacGAP-stimulated Rac1 GTP hydrolysis, ADP Hunter fluorescence; higher % means a stronger effect; GST-tagged Rac1 F28L mutant substrate; actives 0.6% (n = 340,000);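 active = first-screen hits whose inhibition reached a set limit at any dose in the follow-up dose series; inconclusive = inhibition above the set first-screen limit but never retested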;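 also: fluorescence reports GDP produced by GAP-driven GTP hydrolysis; strong numbers were not always called active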
GPR55 beta-arrestin – GPR55 agonists via beta-arrestin recruitment, primary screen, imaging, U2OS cells, beta-arrestin-GFP redistribution (AID 1961); actives 0.048% (n = 290,000); U2OS GPR55 beta-arrestin-GFP redistribution imaging; higher % means a stronger effect; activation, % at 10 µM, or EC50 in µM where a hit was titrated;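 active = activation above 40% with more than 50 cells counted in the well; inconclusive = wells holding fewer than 50 cells, flagged as toxic or sparse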;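 also: U2OS osteosarcoma cells stably expressing GPR55 and beta-arrestin-GFP; plate controls were DMSO negative control for no effect and LPI positive control for full effect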
GPR55 LPI antagonism – inhibition of LPI-stimulated GPR55 beta-arrestin translocation – imaging, U2OS, beta-arrestin-GFP, LPI agonist, primary screen (AID 2013) | actives 0.13% (n = 290,000) | inhibition, % at 10 µM, or IC50 in µM where a hit was titrated | U2OS GPR55 beta-arrestin-GFP translocation imaging, LPI antagonism; higher % means a stronger effect;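 active = spots per cell inhibited over 60%, with over 100 cells counted and total cytoplasm intensity under 500,000; inconclusive = wells with under 100 cells, flagged as likely toxic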;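 also: U2OS cells stably carrying GPR55 and arrestin-GFP stimulated by 5 µM LPI near EC80; imaged beta-arrestin-GFP aggregate spots per cell after agonist stimulation; plate controls were LPI-stimulated DMSO wells for no effect and DMSO wells without LPI for full effect; some results filed as inactive read as strong as hits; confirmed hits need IC50 under 10 µM and bright autofluorescent wells are also inconclusive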
NTR1 agonist – NTR1-driven beta-arrestin-GFP spot formation – imaging, U2OS cells, high content, primary screen (AID 493036); P30989; agonist mode; activation, % at 20 µM; actives 0.17% (n = 330,000);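 active = activation at or above 40% of the spot to cytoplasm intensity ratio, with at least 20 cells analyzed; inconclusive = wells under 20 cells, flagged as cytotoxic or low count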;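 also: 0% = DMSO without peptide and 100% = 100 nM NTR1 peptide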
Target sequence (P30989 whole entry, looked up): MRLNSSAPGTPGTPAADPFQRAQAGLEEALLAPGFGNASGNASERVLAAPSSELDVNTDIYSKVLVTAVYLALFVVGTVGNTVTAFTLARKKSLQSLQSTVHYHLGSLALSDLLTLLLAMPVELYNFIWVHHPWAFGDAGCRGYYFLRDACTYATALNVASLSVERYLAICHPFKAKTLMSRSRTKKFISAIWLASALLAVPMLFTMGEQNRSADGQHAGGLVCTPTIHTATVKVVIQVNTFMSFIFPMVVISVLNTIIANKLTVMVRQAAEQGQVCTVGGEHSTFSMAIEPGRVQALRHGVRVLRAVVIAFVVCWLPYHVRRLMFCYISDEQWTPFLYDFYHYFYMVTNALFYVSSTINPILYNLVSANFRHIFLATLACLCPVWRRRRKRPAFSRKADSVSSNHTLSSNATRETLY
Yfh1-depleted yeast – mitochondrial function rescue without frataxin homolog – Friedreich's ataxia, plus single-dose screen, dose response (AID 1465); fold induction at 50 µM; hits with a dose series show EC50 in µM; S. cerevisiae Yfh1-off respiration, WST-1 reduction, 72 h; higher fold induction means a stronger effect; actives 0.074% (n = 220,000);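 active = fold induction of absorbance versus untreated yeast above a set limit, then at least 30% activation at any dose in follow-up; inconclusive = repeats straddling the limit, or above it without dose testing; inactive = fold induction below the set limit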;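 also: activators that raise dye reduction in frataxin-depleted yeast; strong numbers were not always called active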
AID2073 – inhibitors of Mint1-CaV2.2 protein interaction, biochemical, HTRF (AID 2073). HTRF protein-protein interaction, Mint1-CaV2.2; higher % means a stronger effect. inhibition, % at 20 µM, or IC50 in µM where a hit was titrated. actives 0.19% (n = 290,000); in the data active = inhibition mostly above about 51%, no sharp cut-off; inconclusive = no clear call, values can overlap the other calls; inactive = mostly below about 53%; also: some results filed as inactive read as strong as hits
GPR35 arrestin U2OS – GPR35 antagonists blocking zaprinast-driven arrestin recruitment, primary screen, imaging, U2OS, beta-arrestin-GFP, zaprinast agonist (AID 2058); U2OS GPR35 beta-arrestin-GFP translocation imaging, zaprinast antagonism; higher % means a stronger effect; inhibition, % at 10 µM; hits with a dose series show IC50 in µM; actives 0.052% (n = 290,000);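 active = inhibition of at least 50% with at least 30 cells and total cytoplasm GFP at most 10,000,000; inconclusive = under 30 cells or total GFP of 10,000,000 plus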
Large T inhibition – TAg ATPase/helicase activity blockers – biochemical (AID 1903); SV40 large T antigen ATPase/helicase inhibition assay; higher % means a stronger effect; inhibition, % at 20 µM, or IC50 in µM where a hit was titrated; actives 0.39% (n = 310,000); in the data active = a potency from the dose series; inconclusive = inhibition mostly from about 32% at the one dose, without a potency; inactive = the rest, 99 in 100 with inhibition below about 32%; also: strong numbers were not always called active
NTR1 agonist cell count 20 µM – second read-out of NTR1 agonist, no call of its own (marks repeat the call); cell count; measured here: cell count, cytotoxicity flag
Dengue-2 NS5 capping pilot replicate – also measured in Dengue-2 NS5 capping; calls as there; inhibition, %; measured here: pilot screen replicate inhibition
* hit, by the source's call; i = inactive; ? = inconclusive; nt = not tested or not shown. Hits appear at their usual frequency; about 1.7% have a hit in one of these screens.

A first look:
SMILES	Dengue-2 NS5 capping	MgcRacGAP inhibition	GPR55 beta-arrestin	GPR55 LPI antagonism	NTR1 agonist	NTR1 agonist cell count 20 µM	Yfh1-depleted yeast	AID2073	GPR35 arrestin U2OS	Large T inhibition	others
CN(C(=S)Oc1ccc(C(=O)Nc2ccccc2)cc1)c1ccccc1	-8%	6%	-0.1%	2%	1.3	71	i	1%	-8%	4%
O=C(Nc1nc(-c2ccc3c(c2)OCCO3)cs1)c1ccc(S(=O)(=O)N2CCCCC2)cc1	-5%	4%	0.3%	15%	2.6	66	i	34%	2%	7%

The list itself, from the start:
SMILES	Dengue-2 NS5 capping	MgcRacGAP inhibition	GPR55 beta-arrestin	GPR55 LPI antagonism	NTR1 agonist	NTR1 agonist cell count 20 µM	Yfh1-depleted yeast	AID2073	GPR35 arrestin U2OS	Large T inhibition	others
CN(C(=S)Oc1ccc(C(=O)Nc2ccccc2)cc1)c1ccccc1	-8%	6%	-0.1%	2%	1.3	71	i	1%	-8%	4%
O=C(Nc1nc(-c2ccc3c(c2)OCCO3)cs1)c1ccc(S(=O)(=O)N2CCCCC2)cc1	-5%	4%	0.3%	15%	2.6	66	i	34%	2%	7%
Cc1cccc(Nc2nc(OCC#N)nc(N(C)C)n2)c1	-1%	8%	-0.1%	-9%	0.9	52	nt	7%	4%	5%
Clc1ccc(Cn2ccc(C3CC3)n2)cc1	-3%	0%	0.1%	5%	2.2	51	i	-7%	-4%	-3%
CN(C)S(=O)(=O)c1ccc2c(c1)nc(CCC(=O)NCCc1ccc(Cl)cc1)n2C	-3%	10%	-0.3%	13%	1.3	96	nt	5%	-12%	8%
O=C(O)CCCC(=O)Nc1ccccc1SCCS(=O)(=O)c1ccc(Cl)cc1	-8%	8%	-0.3%	-7%	nt	nt	nt	-23%	-6%	4%
Cn1c(SCc2nnc3n2CCCCC3)nc2ccccc21	0%	2%	-0.4%	7%	-0.3	57	i	-3%	15%	9%
COc1cc(C(=O)O)c2ccccc2n1	-9%	3%	0.2%	6%	0.3	92	i	11%	-1%	nt
CCOc1ccc(NC(=S)N2CCn3c(nc4ccccc43)C2)cc1	nt	nt	0.0%	12%	0.1	96	i	-22%	5%	21%
FC(F)(F)c1ccc(Cl)c(NC(=S)N/N=C/c2ccccc2Cl)c1	nt	nt	-0.3%	5%	0.8	52	i	7%	3%	-2%
Cc1c(S(=O)(=O)N2CCCC2)c(=O)n(C)c(=O)n1C	-1%	3%	nt	nt	-0.2	39	nt	nt	nt	10%
CCC(=O)NCCSc1c[nH]c2ccccc12	-12%	-3%	-0.1%	22%	0.0	73	i	-2%	-4%	25%
COc1ccc(NC(=O)c2ccccc2N2C(=O)C3C4C=CC(C5CC45)C3C2=O)c(OC)c1 (stereo not drawn)	-11%	-11%	-0.1%	-5%	-0.8	50	nt	-4%	8%	2%
CCC(C)c1ccc(NC(=S)N2CCN(S(C)(=O)=O)CC2)cc1 (stereo not drawn)	1%	2%	-0.2%	1%	-1.0	59	nt	-19%	1%	13%
COc1cc(C2NC(=S)NC3=C2C(=O)CCC3)ccc1O (stereo not drawn)	3%	7%	-0.2%	1%	-1.8	54	nt	-10%	0%	5%
O=C(c1cccs1)N1CCN(c2ncc(Br)cn2)CC1	8%	12%	-0.1%	5%	-0.2	49	i	-5%	1%	4%
O=C(Nc1ccccc1-c1ccccc1)NC1CC2CCCC(C1)N2Cc1ccc(F)cc1 (stereo not drawn)	4%	4%	-0.1%	18%	-0.4	43	i	-8%	21%	1%
O=C(CSc1nccc(=O)[nH]1)N1CCOCC1	2%	8%	-0.1%	-4%	-0.4	68	nt	3%	12%	8%
CCOC(=O)C1=C(CC)Nc2ccccc2N=C1NC(=O)c1oc2ccccc2c1C	-4%	2%	0.4%	14%	5.7	60	i	12%	-19%	9%
O=c1oc2ccccc2cc1-c1csc(Cc2nc(-c3ccc(Cl)cc3)cs2)n1	-8%	8%	-0.2%	-2%	0.8	58	i	36%	3%	-5%
O=C(O)CCCN1C(=O)c2ccc(C(=O)c3cccc([N+](=O)[O-])c3)cc2C1=O	-1%	4%	-0.1%	4%	-0.7	31	i	-10%	-5%	12%
O=C(O)c1cccnc1Oc1ccccc1	4%	8%	0.3%	-4%	1.3	75	nt	-5%	-1%	-2%
COc1ccc(N2CCN(C(=O)CN(c3ccc(OC)cc3)S(=O)(=O)c3ccccc3)CC2)cc1	-3%	22%	-0.1%	-6%	2.4	54	nt	-10%	-6%	33%
CC1=NN(c2nc3ccccc3[nH]2)C(=O)C1Cc1ccccc1 (stereo not drawn)	nt	nt	-0.1%	10%	-0.6	53	i	1%	-6%	14%
C/C(=N/N=C1\SCC(=O)N1c1ccccc1)c1ccc(C)cc1	nt	nt	0.1%	-11%	0.7	54	i	?	0%	5%
CC(C)(O)C#Cc1ccc(C(=O)NCc2cccs2)s1	0%	-4%	-0.1%	15%	-1.2	61	i	19%	-3%	10%
CC(Sc1nc(N)cc(=O)[nH]1)C(=O)Nc1sc2c(c1C#N)CCCC2 (stereo not drawn)	-2%	13%	0.5%	7%	1.1	100	i	-7%	-6%	22%
Cc1nc(-c2ccc(NC(=O)C3CCCCC3)cc2)cs1	4%	7%	-0.2%	0%	-1.0	32	i	-5%	7%	10%
Nc1nc2n(n1)C(c1cccs1)CC(c1ccccc1)N2 (stereo not drawn)	23%	7%	0.2%	-12%	-2.2	81	i	-7%	1%	0%
CNC(=O)CSc1nc(-c2ccccc2)c(-c2ccccc2)[nH]1	-5%	6%	0.0%	nt	0.2	76	i	-2%	4%	15%
CCOc1ccc(CN2CCN(CCCn3cccn3)CC2CCO)cc1 (stereo not drawn)	-1%	9%	0.3%	-2%	0.3	62	i	9%	12%	-10%
CCOc1ccc(N(CC(=O)NCCSc2ccccn2)S(=O)(=O)c2ccc(Cl)cc2)cc1	-2%	-2%	-0.1%	5%	5.0	57	nt	8%	12%	2%
Cc1c(CC(=O)NCCCC(=O)O)c(=O)oc2c(C)c3oc4c(c3cc12)CCCC4	1%	14%	0.2%	4%	1.6	82	nt	24%	-4%	13%
CC(CN1CCCCC1)OC(=O)c1ccc2c(c1)OCCO2 (stereo not drawn)	14%	1%	0.9%	1%	-0.4	57	nt	8%	-2%	1%
O=C(CSc1nnc(CNC(=O)c2c(F)cccc2F)o1)Nc1ccc2c(c1)OCO2	0%	4%	0.0%	4%	0.5	67	nt	-1%	9%	20%
COc1cccc(C2Nc3ccc4ccccc4c3C3=C2C(=O)CC(C)(C)C3)c1OCC(=O)O (stereo not drawn)	7%	4%	-0.1%	2%	0.3	64	nt	27%	-1%	14%	Dengue-2 NS5 capping pilot replicate=-1.8

Reprinted at random: 5 records from the list.
SMILES	Dengue-2 NS5 capping	MgcRacGAP inhibition	GPR55 beta-arrestin	GPR55 LPI antagonism	NTR1 agonist	NTR1 agonist cell count 20 µM	Yfh1-depleted yeast	AID2073	GPR35 arrestin U2OS	Large T inhibition	others
CC(Sc1nc(N)cc(=O)[nH]1)C(=O)Nc1sc2c(c1C#N)CCCC2 (stereo not drawn)	-2%	13%	0.5%	7%	1.1	100	i	-7%	-6%	22%
Cc1nc(-c2ccc(NC(=O)C3CCCCC3)cc2)cs1	4%	7%	-0.2%	0%	-1.0	32	i	-5%	7%	10%
O=C(CSc1nnc(CNC(=O)c2c(F)cccc2F)o1)Nc1ccc2c(c1)OCO2	0%	4%	0.0%	4%	0.5	67	nt	-1%	9%	20%
Cc1c(CC(=O)NCCCC(=O)O)c(=O)oc2c(C)c3oc4c(c3cc12)CCCC4	1%	14%	0.2%	4%	1.6	82	nt	24%	-4%	13%
CC(C)(O)C#Cc1ccc(C(=O)NCc2cccs2)s1	0%	-4%	-0.1%	15%	-1.2	61	i	19%	-3%	10%

Continued:
SMILES	Dengue-2 NS5 capping	MgcRacGAP inhibition	GPR55 beta-arrestin	GPR55 LPI antagonism	NTR1 agonist	NTR1 agonist cell count 20 µM	Yfh1-depleted yeast	AID2073	GPR35 arrestin U2OS	Large T inhibition	others
Cc1cc(C)cc(N=Cc2[nH]c3ccc(Br)c(Cl)c3c2O)c1	?	16%	3.2%	11%	nt	nt	i	4%	41%	8%
CC(C)N=C(NS(=O)(=O)NC(=O)c1ccccc1)c1ccccc1	-8%	-3%	1.7%	4%	1.1	69	i	5%	2%	13%
Cc1nn(Cc2ccccc2)c2c1C(c1ccccc1)C(C#N)=C(N)O2 (stereo not drawn)	6%	10%	-0.1%	-9%	1.0	75	nt	4%	8%	17%
COc1ccc(C(=O)NCCC2=CCCCC2)cc1S(=O)(=O)N1CCOCC1	0%	-6%	nt	nt	0.1	53	nt	nt	nt	10%
CN(C(=O)c1nn(C)c2c1CSc1ccccc1-2)c1ccccc1Cl	2%	5%	-0.1%	16%	1.0	48	nt	-12%	1%	-1%
Nn1c(SCC(=O)Nc2ccc3c(c2)OCCO3)nncc1=O	8%	7%	-0.1%	8%	-1.0	58	nt	30%	1%	13%
NC(=O)[C@H]1CC2(CC(c3cccc(NC(=O)COc4ccc(Cl)cc4)c3)=NO2)CN1C(=O)CC(c1ccccc1)c1ccccc1 (stereo partly drawn)	-6%	5%	0.7%	0%	34	100	i	37%	-9%	11%
CC(C)n1cc(/C=C2/NC(=O)N(c3cccc(Cl)c3)C2=O)c2ccccc21	-23%	8%	0.3%	0%	1.3	86	i	17%	-6%	11%
COc1ccc(-n2c(=S)[nH]c3cc(C(=O)N(C)Cc4ccccc4)ccc3c2=O)cc1	-1%	-2%	?	3%	-0.5	61	nt	-17%	-2%	6%
CCOc1ccc2[nH]c(C)c(CN(C)C)c(=O)c2c1	-7%	5%	-0.1%	-1%	-0.4	41	i	-6%	4%	28%
O=C1c2ccc(Oc3ccc([N+](=O)[O-])cc3)cc2C(=O)N1c1ccncc1	8%	9%	0.1%	10%	1.8	81	i	13%	4%	21%
O=C1CC2(CCN(C(=O)COc3ccccc3F)CC2)Oc2ccccc21	-6%	8%	nt	nt	0.7	45	nt	nt	nt	8%
CC(=O)N(CCOc1ccccc1)CCOc1ccccc1	2%	3%	nt	nt	0.8	54	nt	nt	nt	3%
